AMA1 RON2 block: inhibitors of Plasmodium falciparum AMA1-RON2 interaction; AlphaScreen AMA1-biotinylated RON2 peptide binding; Potency, µM (highest dose often 58.2 µM), without a hit: at the top dose activity change, negative = inhibition, usual class: inhibitors; 360,000 compounds, 0.2% hits;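 also: potency is read from the fitted curve at half-maximal effect; 0% = vehicle wells and -100% = peptide control; nearly all actives have a fitted effect of over 45% in size; some results filed as inactive show a strong effect at the top dose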
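AMA1 (3D7) with his tag at 25 nM final met compounds first, then biotinylated RON2 peptide at 25 nM; detection used donor plus acceptor beads, 10 µg/mL apiece, read by AlphaScreen after 30 min at room temperature.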
AmpC inh no detg: inhibitors of E. coli AmpC beta-lactamase without detergent. AID 485341. Potency, µM (top dose mostly 57.1 µM), for the others: top-dose activity change, negative = inhibition, usual class: inhibitors. 330,000 compounds, 0.52% hits. AmpC nitrocefin hydrolysis, absorbance 480 nm, 0.0001% Triton. P00811;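 also: potency is read from the fitted curve at half-maximal effect; plate controls were no compound for no effect and no enzyme for full effect; nearly all actives have a fitted effect of over 20% in size; some results filed as inactive show a strong effect at the top dose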
Target sequence (P00811 whole entry, looked up): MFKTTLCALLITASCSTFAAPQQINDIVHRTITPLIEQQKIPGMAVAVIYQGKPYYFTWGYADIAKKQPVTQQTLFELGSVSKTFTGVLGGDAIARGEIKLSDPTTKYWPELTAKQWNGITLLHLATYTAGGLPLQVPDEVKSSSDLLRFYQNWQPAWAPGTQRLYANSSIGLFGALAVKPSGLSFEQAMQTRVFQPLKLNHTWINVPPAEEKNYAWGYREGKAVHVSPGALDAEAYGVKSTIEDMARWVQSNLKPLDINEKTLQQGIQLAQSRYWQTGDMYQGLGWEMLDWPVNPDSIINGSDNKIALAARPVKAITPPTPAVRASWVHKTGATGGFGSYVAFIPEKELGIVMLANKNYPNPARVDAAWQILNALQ
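AmpC (5.3 nM in the dispensed reagent) in 20 mM phosphate pH 7.0 with 0.01% (detergent screen) or 0.0001% Triton X-100 was preincubated with compounds for 15 min at room temperature. Nitrocefin was then added from an 800 uM solution, and hydrolysis was followed at 480 nm.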
Tb PYK inh: T. brucei pyruvate kinase inhibition. Q57TT1. TbPYK enzyme, Kinase-Glo Plus ATP luminescence, 45 min. Potency, µM (titrated, usually from 76.8 µM), for the others: at the top dose activity, negative = inhibition, actives largely listed as inhibitors. 410,000 compounds, 0.12% hits. AID 624173; also: potency is read from the fitted curve at half-maximal effect; nearly all actives have a fitted effect of over 50% in size
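Quantitative HTS: titrated library compounds versus trypanosomal pyruvate kinase in TEA buffer (pH 7.2) containing KCl, MgCl2, BSA and Tween-20. Reactions were initiated with ADP, 130 uM final. Kinase-Glo Plus luminescence was read after 45 min at RT.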
LmPK inh: blocks Leishmania mexicana pyruvate kinase activity; Q27686; Potency, µM (top dose mostly 57.5 µM), inactives show at the highest dose activity change, negative = inhibition, usual class: inhibitors; AID 1721; 290,000 compounds, 0.37% hits; purified LmPK, Kinase-Glo ATP luminescence, 1 h; also: potency is read from the fitted curve at half-maximal effect
Target sequence (Q27686 whole entry, looked up): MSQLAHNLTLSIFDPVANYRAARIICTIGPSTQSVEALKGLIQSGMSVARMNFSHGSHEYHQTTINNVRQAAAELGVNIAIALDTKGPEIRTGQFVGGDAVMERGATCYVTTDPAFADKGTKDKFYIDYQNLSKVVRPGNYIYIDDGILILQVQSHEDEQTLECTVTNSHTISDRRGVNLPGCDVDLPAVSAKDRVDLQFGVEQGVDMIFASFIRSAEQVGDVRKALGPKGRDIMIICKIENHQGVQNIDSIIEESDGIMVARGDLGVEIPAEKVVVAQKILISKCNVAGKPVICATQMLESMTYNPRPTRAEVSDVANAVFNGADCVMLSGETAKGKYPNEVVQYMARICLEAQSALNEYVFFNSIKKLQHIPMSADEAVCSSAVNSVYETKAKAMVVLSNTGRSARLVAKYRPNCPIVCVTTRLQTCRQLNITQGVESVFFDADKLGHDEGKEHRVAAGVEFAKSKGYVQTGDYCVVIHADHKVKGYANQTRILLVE
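Pyruvate kinase activity monitored as ATP production (luciferase luminescence). Conditions: 0.1 nM enzyme, 0.5 mM PEP, 0.1 mM ADP, 1 h, RT; normalized against uninhibited and no-enzyme wells.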
AmpC inh detg: blocks E. coli AmpC beta-lactamase in detergent assay. P00811. 370,000 compounds, 0.041% hits. AID 485294. AmpC hydrolysis of nitrocefin, absorbance 480 nm, 0.01% Triton. Potency, µM (titrated, usually from 114 µM), for inactives: top-dose activity change, negative = inhibition, actives largely listed as inhibitors;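 also: potency is read from the fitted curve at half-maximal effect; 0% = no-compound wells and -100% = no-enzyme wells; nearly all actives have a fitted effect of over 25% in size; some results filed as inactive show a strong effect at the top dose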
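20 mM phosphate pH 7.0 + 0.01% (detergent screen) or 0.0001% Triton X-100; 5.3 nM AmpC reagent; cpd preinc 15 min RT; nitrocefin (800 uM stock) to start; A480 q20 s × 4 min; Activity was normalised to no-enzyme and no-compound control wells.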
HCV inhibitor: HCV inhibition; 340,000 compounds, 3.4% hits; Huh7.5.1 HCVcc-Cre infection, luciferase reporter, 44 h; Potency, µM (titrated, usually from 41.8 µM), without a hit: at the top dose activity change, negative = inhibition, usual class: inhibitors; also: potency is read from the fitted curve at half-maximal effect
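Cells seeded at 1,000/well and cultured 4 h, then compounds added followed by HCVcc-Cre virus (~0.5 moi). After 44 h further culture, luciferase substrate was added, plates held 15 min at room temperature, and luminescence read for 15 sec.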
HCMV antiviral: blocks human cytomegalovirus replication; HFF cells, HCMV-luciferase reporter, 72 h; active compounds read low; activity change, negative = inhibition, % at 57.5 µM; 410,000 compounds, 4.5% hits; AID 1259415; in the data active = activity change below about -60%; inconclusive = no clear call, values can overlap the other calls; inactive = above about -39%
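Compounds were evaluated in HFFs infected with an HCMV luciferase reporter virus (MOI 1 PFU/cell). Luciferase in lysates collected 72 h post infection served as the replication measure.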
* = called active by the depositor; ? = inconclusive; · = not tested or not shown; [ ] = another dose, or the depositor's remark. Unless noted, calls follow the shape of the dose curve; as a rule, active = well fitted curve in the direction sought with a large enough effect; inconclusive = small, poorly fitted or top-dose-only effect, or another doubt; inactive = no such curve, though single readings can be large; an effect the other way counts as inactive or inconclusive. Unless noted, % is scaled to controls: 0 for no effect and ±100 for the full control effect.

SMILES	AMA1 RON2 block	AmpC inh no detg	Tb PYK inh	LmPK inh	AmpC inh detg	HCV inhibitor	HCMV antiviral
COc1ccc(-n2cc(C(=O)NC(C)c3ccccc3)c3ccccc3c2=O)cc1 (stereo not drawn)	·	·	6%	·	18%	·	18
COc1ccccc1NC(=O)NCCCN1CCN(c2ccc(F)cc2)CC1	·	·	1%	·	18%	·	-11
CCCOc1ccc(Cc2nn3c(=O)/c(=C/c4ccco4)sc3nc2=O)cc1	?	-31%	-16%	9%	3%	-5%	24
CCOC(=O)c1c(C)n(-c2ccccc2)c2ccc(OC(=O)c3cc(OC)cc(OC)c3)cc12	·	·	1%	·	2%	·	2
CC(=O)Nc1cccc(C(=O)OCC(=O)c2ccc3c(c2)OCO3)c1	-8%	-12%	-6%	·	-18%	6%	27
Cc1ccc2c(=O)cc(CSc3ncn[nH]3)[nH]c2c1C	·	·	3%	·	6%	·	-21
CS(=O)(=O)Nc1ccc(C(=O)Nc2ccccc2Cl)cc1	-8%	-5%	-5%	-1%	-2%	-1%	-34
CC(C)(CO)Nc1ccc([N+](=O)[O-])cc1[N+](=O)[O-]	7%	-35%	-8%	0%	?	5%	-3
CC(C)Oc1ccc(C(=O)NC(=S)Nc2ccc(Cl)c(C(=O)O)c2)cc1	-4%	-3%	-5%	7%	0%	2%	-36
CCN1CCN(CCCNC(=O)CCc2nc(-c3ccc(OC)cc3)no2)CC1	-3%	-13%	5%	12%	2%	-9%	-20
CCOC(=O)N1CCC(NC(=O)CCC(=O)N2CC(C)Oc3ccc(C)cc32)CC1 (stereo not drawn)	3%	2%	7%	-3%	-2%	-9%	-22
NC(=S)C1COc2ccccc2O1 (stereo not drawn)	-8%	-21%	5%	2%	1%	11%	-1
CC(=O)c1c(C)[nH]c(C(=O)OCC(=O)Nc2ccc3c(c2)OCCO3)c1C	3%[11.6 µM]	-36%	-6%	·	·	?	-29
Cc1nn(-c2nc(-c3ccco3)cc(C(F)(F)F)n2)c(C)c1Cl	-10%	-11%	1%	5%	0%	?	-14
O=C(O)CC(NC(=O)C1c2ccccc2Oc2ccccc21)c1ccc(Cl)cc1 (stereo not drawn)	-1%	-19%	-3%	0%	-12%	11%	-88*
CCOCC(=O)OCC(=O)Nc1cc(OC)c([N+](=O)[O-])cc1C	8%	-22%[11.4 µM]	-3%	2%	-16%	-10%	10
CC(C)(C)[C@H]1COC(=O)CCCC/C=C\C[C@H](CC(=O)N(CCO)Cc2ccccc2)C(=O)N1	5%	107%[activator]	0%	·	·	10%	21
CC(CCN1CCC(CN2C(=O)C(=O)NC[C@@H]2Cc2ccccc2)CC1)c1ccccc1 (stereo partly drawn)	4%	·	0%	·	·	9%	-29
O=S(=O)(Nc1cccc(S(=O)(=O)N2CCCCCC2)c1)c1ccc(F)cc1F	-12%	-20%	-5%	·	·	1%	17
COCCNc1nc2ccccc2nc1NS(=O)(=O)c1ccc(C)cc1C	-6%	6%	-8%	3%	-11%	8%	-21

Record cards (already shown). Screens in order: AMA1 RON2 block | AmpC inh no detg | Tb PYK inh | LmPK inh | AmpC inh detg | HCV inhibitor | HCMV antiviral
Profile of COc1ccccc1NC(=O)NCCCN1CCN(c2ccc(F)cc2)CC1 → · | · | 1% | · | 18% | · | -11
Profile of CCOCC(=O)OCC(=O)Nc1cc(OC)c([N+](=O)[O-])cc1C → 8% | -22%[11.4 µM] | -3% | 2% | -16% | -10% | 10
Profile of O=S(=O)(Nc1cccc(S(=O)(=O)N2CCCCCC2)c1)c1ccc(F)cc1F → -12% | -20% | -5% | · | · | 1% | 17
Profile of CC(=O)Nc1cccc(C(=O)OCC(=O)c2ccc3c(c2)OCO3)c1 → -8% | -12% | -6% | · | -18% | 6% | 27
Profile of O=C(O)CC(NC(=O)C1c2ccccc2Oc2ccccc21)c1ccc(Cl)cc1 (stereo not drawn) → -1% | -19% | -3% | 0% | -12% | 11% | -88*

The listing picks up, repeating the two entries before the break.
SMILES	AMA1 RON2 block	AmpC inh no detg	Tb PYK inh	LmPK inh	AmpC inh detg	HCV inhibitor	HCMV antiviral
O=S(=O)(Nc1cccc(S(=O)(=O)N2CCCCCC2)c1)c1ccc(F)cc1F	-12%	-20%	-5%	·	·	1%	17
COCCNc1nc2ccccc2nc1NS(=O)(=O)c1ccc(C)cc1C	-6%	6%	-8%	3%	-11%	8%	-21
CCOC(=O)N1CCN(C(=O)CN(Cc2ccc(Cl)cc2)S(C)(=O)=O)CC1	10%	65%[activator]	-7%	0%	-3%	5%	-3
COc1ccccc1NC(=O)C(C)Nc1ccc(C)c(Cl)c1 (stereo not drawn)	-16%	-15%	-3%	-4%	6%	-22%	-1
O=C(OCC(=O)N1CCCC1)c1cc2c(cc1[N+](=O)[O-])OCCO2	0%	-18%	0%	·	2%	2%	0
CCn1c(SCC(=O)Nc2ccccc2C(=O)OC)nnc1-c1cccc(C)c1	-8%	11%	0%	4%	5%	20%	-22
COc1ccc(N(C)S(=O)(=O)c2cccc(C(=O)OCC(=O)c3c(N)n(C)c(=O)n(C)c3=O)c2)cc1	-3%	100%[activator]	3%	·	·	?	?
O=C(c1ccc(Cl)cc1)N1CCN(S(=O)(=O)/C=C/c2ccccc2)CC1	0%	25%	-12%	·	-3%	?	14
CC(C)CC1C(C#N)=C(N)Oc2c1c(=O)oc1ccccc21 (stereo not drawn)	1%	-29%	-1%	36%	?	10%	-1
COc1ccc(CCNC(=O)COC(=O)c2ccccn2)cc1	38%[activator]	-11%	8%	·	·	6%	-16
NC(=O)Cc1ccc2c(c1)[nH]c1ccccc12	-3%	-27%	-2%	-5%	-3%	2%	15
COc1ccccc1C(=O)N/N=C(\C)c1cccnc1	13%	·	0%	·	·	-12%	21
COC(=O)c1ccc(S(=O)(=O)N2CCc3ccccc3C2)cc1	4%	-6%	2%	3%	-15%	13%	27
CS/C(=N\N(C)C(N)=O)c1ccccc1	3%	-8%	4%	-2%	0%	17%	11
CC1(NC(=O)CC(c2ccccc2)(c2ccccc2)c2ccccc2)CCN(Cc2ccc(-c3ccccc3)cc2)C1=O (stereo not drawn)	-6%	-19%	-3%	·	·	?	-8
COc1ccc(N2CCN(CCNC(=O)Nc3ccc(C)cc3Cl)CC2)cc1	-3%	-2%	-1%	-3%	4%	-24%	2
CCOC(=O)N1CCN(C(=O)C2CC(c3ccc(F)cc3)=NO2)CC1 (stereo not drawn)	2%	-4%	-1%	-2%	-12%	4%	-26
COc1ccc(CCNC(=O)C2CCN(S(=O)(=O)c3ccc(Cl)cc3)CC2)cc1OC	2%	40%	1%	5%	-10%	-18%	-10
CCOC(=O)c1nn2c(C(F)(F)F)cc(-c3ccc(C)cc3)nc2c1Cl	·	·	5%	·	0%	·	22
CCC1(OC(=O)CN(C)C)C(=O)OCc2c1cc1n(c2=O)Cc2cc3c(N)cccc3nc2-1 (stereo not drawn)	-1%	·	-16%	·	·	?	·
CCc1noc(C)c1C(=O)Nc1ccc(S(=O)(=O)N2CCC(C)CC2)cc1	19%	-9%	-5%	·	-4%	-9%	-22
COc1ccc(CC(=O)Nc2cccc(-c3ccc4nnc(C)n4n3)c2)cc1	5%	61%[activator]	-7%	14%	4%	2%	72
Cc1ccc(-c2cc(C(=O)O)c3sc(N4CCCCC4)nc3n2)cc1	-8%[11.6 µM]	-11%	-4%	-2%	0%	11%	-34
Cc1ccc(S(=O)(=O)Cn2nnnc2C(c2ccccc2)N2CCN(c3ccccc3)CC2)cc1 (stereo not drawn)	-6%	-27%	-10%	-1%	-5%	-18%	4
O=C(/C=C/c1cccc(Br)c1)Nc1nn[nH]n1	25%	-16%	3%	4%	3%	14%	0
CC(=O)N1CCc2cc(S(=O)(=O)CCC(=O)N3CCN(c4ccccc4)CC3)ccc21	10%	32%	-5%	10%	0%	-19%	?
CCc1nnc(NC(=O)c2c(-c3ccccc3)noc2C)s1	2%	-10%	6%	-3%	5%	26%	-33
CN1CCN(Cc2c(F)cccc2Cl)CC1	14µM*	-4%	3%	2%	0%	7%	9
CCCCN(CCCNC(=O)c1ccc(Sc2ccc(Cl)cc2)c(NC(C)=O)c1)c1ccccc1	·	·	-1%	·	0%	·	-12
Cc1ccc(NC(=S)N2CCN(CCN3C(=O)c4cccc5cccc(c45)C3=O)CC2)cc1	-15%	2%	-1%	4%	-4%	?	-6
Cc1cccnc1-n1c(C)nc2ccccc2c1=O	-7%	·	-4%	-9%	0%	10%	-8
CC(C)NC(=O)CCCN1C(=O)c2ccccc2Sc2ncccc21	6%	0%	-9%	1%	-5%	10%	4
COc1cccc(CN2CCC2(C)C(=O)Nc2ccc(C)c(O)c2)c1F (stereo not drawn)	6%	·	6%	·	·	·	?
CCOC(=O)C1(Cc2ccccc2)CCCN(Cc2ccc(OCCO)cc2)C1 (stereo not drawn)	-15%	55%	-11%	13%	6%	-2%	3
O=C(O)C1CC(c2ccc(F)cc2)=NO1 (stereo not drawn)	-5%	0%	-19%	-5%	-3%	8%	33
CC(=O)c1cccc(NC(=O)NC(C)C2CCCO2)c1 (stereo not drawn)	1%	-5%	-1%	-1%	1%	3%	22
CN(C)/C=C/C(=O)c1cnc2n(c1=O)CCS2	1%	-1%	-2%	0%	?	6%	-18
CCOc1ccc(N2C(=O)CN(C)C2=S)cc1	8%	-31%	-4%	1%	3%	1%	-21
O=C(COc1ccccc1F)N1CCCc2ccccc21	0%	-13%	-10%	1%	?	13%	0
COc1cccc(CN(C)C(=O)c2ccc(C)c(S(=O)(=O)N3CCCCC3)c2)c1	86%[activator]	38%	-2%	·	?	-7%	10
CCOc1ccc2c(c1)c(=O)c(C(=O)c1ccc(CC)cc1)cn2CC(=O)Nc1ccc2c(c1)OCCO2	·	·	-4%	·	-2%	·	1
Cc1ccc2c(c1)C(=O)OC1(O)C3C4C=CC(C4)C3C(=O)N21 (stereo not drawn)	-4%	-18%	-1%	1%	1%	4%	6
O=C1CCC/C=C\C[C@@H](CC(=O)N(CCO)Cc2ccccc2)C(=O)N2CCC[C@H]2CO1	-3%	81%[activator]	-15%	·	·	13%	-7
CC(C)c1nnc(NC(=O)CCS(=O)(=O)c2nc(-c3cccs3)cc(C(F)(F)F)n2)s1	2%	25%	-6%	6%	-4%	4%	43
O=C(Cn1c(=O)cnc2ccccc21)N1CCCc2ccccc21	5%	-1%	-1%	2%	-13%	-10%	-29
CC(=O)N1CCCc2cc(S(=O)(=O)Nc3ccc4c(c3)OCO4)ccc21	-9%	-18%	8%	0%	-5%	-19%	19

Compound activity as filed in PubChem BioAssay.
